Screening results as filed in PubChem BioAssay.
OX1R antag-1: human HCRTR1 antagonism. inhibition, % at 5 µM. AID 434989. actives 0.43% (n = 330,000). CHO/OX1R cells, Fluo-8 calcium fluorescence, orexin A;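 active = inhibition above its plate's threshold, mean inhibition of all tested compounds on the plate plus 3 SD, cut at about 37% in these data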;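 also: 0% = orexin A challenge wells and 100% = SB-334867-A antagonist wells; not every result past the cut was called active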
Target sequence (O43613 whole entry, looked up): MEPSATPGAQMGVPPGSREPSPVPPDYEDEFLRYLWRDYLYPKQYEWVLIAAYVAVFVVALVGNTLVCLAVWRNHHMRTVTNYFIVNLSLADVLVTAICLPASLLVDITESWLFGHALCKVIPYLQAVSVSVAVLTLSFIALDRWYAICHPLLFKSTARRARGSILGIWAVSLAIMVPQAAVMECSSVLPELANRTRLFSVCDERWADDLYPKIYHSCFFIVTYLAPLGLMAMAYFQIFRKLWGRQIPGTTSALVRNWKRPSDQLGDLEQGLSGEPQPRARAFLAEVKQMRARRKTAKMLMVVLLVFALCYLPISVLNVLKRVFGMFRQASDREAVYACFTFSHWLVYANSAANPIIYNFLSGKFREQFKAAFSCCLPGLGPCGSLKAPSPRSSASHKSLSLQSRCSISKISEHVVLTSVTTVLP
OX1R antag-2: antagonists of human orexin 1 receptor (OX1R) | AID 485270 | inhibition, % at 6.6 µM | O43613 | actives 1.8% (n = 330,000) | OX1R-expressing cells, FRET antagonist read-out; in the data active = inhibition mostly above about 38%, no sharp cut-off; inactive = mostly below about 40%;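 also: 0% = agonist challenge alone and 100% = reference antagonist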
Starred values were filed as active, the others as inactive; & = joins results of further samples.

OX1R antag-1	OX1R antag-2	compound
-5	39*	CC(=O)N1CCc2c(sc(NC(=O)C3CCCN3S(=O)(=O)c3cccs3)c2C(N)=O)C1 (configuration not stated)
-9	29	O=C(c1ccco1)N1CCN(c2cc(N3CCOCC3)c(F)cc2[N+](=O)[O-])CC1
-7	12	CCNc1nc(NCC)nc(C(=O)Nc2ccccc2)n1
-11	28	CCOc1cc(N2CCOCC2)c(OCC)cc1NC(=O)c1ccc(NC(C)=O)cc1
-7	5	CCN(C(=O)COC(=O)/C=C/c1ccco1)c1c(N)n(Cc2ccccc2)c(=O)[nH]c1=O
-6	9	O=C1CC2(CC(c3ccc(Cl)cc3)=NO2)C(=O)N1c1ccccc1 (configuration not stated)
-10	20	CCC(CCC(=O)NNC(=O)Cc1ccc([N+](=O)[O-])cc1)C(=O)O (configuration not stated)
-6	10	O=C(O)C1C2CC2CN1C(=O)c1ccc(Cl)cc1Cl (configuration not stated)
-17	11	O=C(NCc1ccco1)c1ccc2c(c1)N(Cc1ccccc1)C(=O)CS2
-49	16	Cc1ccc(C2=NN(Cc3nnc(-c4ccccc4)o3)C(=O)SC2)cc1
-16	22	CCOC(=O)c1ccc(COC(=O)CNC(=O)CNC(=O)Cc2ccccc2)cc1
2	-5	CCc1cccc(C)c1NC(=O)CSc1ncn[nH]1

(continued)
OX1R antag-1	OX1R antag-2	compound
-20	11	O=C(NCCCNC(=O)c1ccco1)c1ccc(Cl)c(Cl)c1
-3	10	Cc1nc(C(F)(F)F)ccc1C(=O)Nc1ccccc1N1CCOCC1
0&-19	14&16	COc1ccc(C(=O)C[n+]2cc(-c3ccc(OC)cc3)n3c2CCCC3)cc1
-9	15	COc1ccc(C(=O)Nc2nnc(CC(=O)N/N=C/c3ccc(O)cc3O)s2)cc1
-6	111*	O=C1c2cc(S(=O)(=O)N(CCO)CCO)ccc2-c2ccc(S(=O)(=O)N(CCO)CCO)cc21
-8	-2	COc1ccc2c(c1)CC/C2=N\NC(=O)c1ccccc1
-33	4	COc1ccc(N2CCN(C(=O)c3ccc4nc(N5CCCCC5)sc4c3)CC2)cc1
-19	18	N#Cc1cnn(Cc2ccccc2)c1/N=C/N1CCOCC1
-1	0	COc1ccc(S(=O)(=O)N(C)CC(=O)NCCc2ccccc2)cc1OC
-23	5	CCOC(=O)c1cc2cc(CC(=O)c3ccc(OCC)cc3O)ccc2o1
-18	6	CC(C)N(C(=O)CSc1nnc(CSc2ncccn2)n1C)C(C)C
-13	1	Brc1cccc(CNn2cnnc2)c1

Following part:
OX1R antag-1	OX1R antag-2	compound
22	29	COc1cc(C)ccc1OCCCCOc1ccccc1C(C)=O
-12	19	Cc1cc(C)c2[nH]c(=O)c(CN(CC3CCCO3)C(=O)c3cnccn3)cc2c1 (configuration not stated)
-22	13	CCN(c1ccccc1)S(=O)(=O)c1ccc(NC(=S)NC(=O)c2ccc(Br)o2)cc1
-3	6	O=C(CSc1n[nH]c(=O)n1C1CC1)c1ccc2c(c1)OCCO2
-35	4	Cc1cc(C(=O)NC2CCCN(Cc3ccc(Cl)cc3)C2)c(C)o1 (configuration not stated)
-1	1	CC(C)(C)c1ccc(COC(=O)CN2C(=O)NC3(CCCC3)C2=O)cc1
-39	18	COC(=O)C1=C(C)NC(C)=C(C(=O)OCC2CCCO2)C1c1cccc(Br)c1 (configuration not stated)
-18	20	CCOc1nc(CC)nc(NC(=O)NS(=O)(=O)c2ccccc2Cl)n1
-8	11	COc1ccc(S(=O)(=O)Nc2nc3ccccc3s2)cc1
-31	2	Cc1ccc2c(c1)-n1c(nc3cc(C)ccc3c1=O)C(Cc1ccccc1)NC2=O (configuration not stated)
-14	28	CCC(C)[C@H](NC(=O)N1CCCC1)C(=O)O (some centres not stated)
-7	23	CC(=O)Nc1ccc(S(=O)(=O)NCCc2csc(-c3cccnc3)n2)cc1

More structures follow:
OX1R antag-1	OX1R antag-2	compound
-22	7	Cc1cccc(NC(=O)c2ccccc2OCC(=O)N2CCCC2)c1C
-53	2	COc1cccc(/C=C/C(=O)OCC(=O)Nc2ccccc2Sc2ccccc2)c1
-7	4	COCCN1C(=O)c2oc3cc(C)c(C)cc3c(=O)c2C1c1ccc(O)cc1 (configuration not stated)
-5	15	Cc1ccc(CSC2=CS(=O)(=O)c3ccccc3N2)cc1
1	28	CCOc1ccccc1NC(=O)C(Sc1nnnn1C)c1ccccc1 (configuration not stated)
-11	9	Cc1ccc2nc3n(c(=O)c2c1)CCC3
-26	10	COc1ccc(C(CCN2CCOCC2)c2c(O)cc(OC)cc2OC)cc1 (configuration not stated)
-14	15	COc1ccc(NC(=O)C2CCN(C(=O)Cc3ccccc3)CC2)c(OC)c1
-20	12	CCOCCCNC(=O)c1cn(C)c2ccc(S(=O)(=O)N3CCCC3)cc2c1=O
-1	19	CCSc1nnc(NC(=O)c2ccccn2)s1
-22	16	C[C@@H]1CC=C[C@H]2[C@H]1C(=O)N(Cc1ccccc1)[C@H]2c1cccc([N+](=O)[O-])c1
-7	10	O=C(NCCN1CCOCC1)C1CCN(c2ncnc3c2sc2cccc(F)c23)CC1

Remaining list, next part:
OX1R antag-1	OX1R antag-2	compound
-3	14	O=C(O)C1CC=CCC1C(=O)N1CCCC1 (configuration not stated)
-31	10	O=C(NCC1CCCO1)C(c1ccc(N2CCOCC2)cc1)N(C(=O)Cn1nnc2ccccc21)c1ccccc1F (configuration not stated)
-22	7	O=C(Nc1ccccc1)Nc1ccc(C(=O)N2CCCC2)cc1
-38	11	COC(=O)C1=C(C)N(CCc2cc(OC)c(OC)c(OC)c2)C(=O)N[C@H]1c1ccc(Br)cc1
-13	138*	NS(=O)(=O)c1ccc(CCNC(=O)c2ccc([N+](=O)[O-])cc2[N+](=O)[O-])cc1
8	9	CC1CC1C(=O)OCC(=O)Nc1ccc2[nH]c(=O)[nH]c2c1 (configuration not stated)
-18	1	CCOc1ccc(C(=O)Nc2ccccc2CC)cc1[N+](=O)[O-]
-16	27	CCCCCCOC(=O)Nc1ccc(S(=O)(=O)Nc2cccc([N+](=O)[O-])c2)cc1
-20	7	CCOc1ccccc1/C=N/Nc1nc2c(N)ncnc2n1[C@H]1O[C@@H](CO)[C@H](O)[C@@H]1O
-37	6	CCN1C(=O)/C(=C\N2CCN(c3ccccc3)CC2)SC1=S
-20	7	Cc1ccc(N2C(=O)CC(N3CCN(c4ccccn4)CC3)C2=O)cc1 (configuration not stated)
-7	39	COc1ccc(C2CC(c3cccs3)=NN2C(=O)CCC(=O)O)cc1OC (configuration not stated)

Copied from the list:
For OX1R antag-2, COc1ccc(C2CC(c3cccs3)=NN2C(=O)CCC(=O)O)cc1OC (configuration not stated) shows 39
For OX1R antag-2, CCN1C(=O)/C(=C\N2CCN(c3ccccc3)CC2)SC1=S shows 6
For OX1R antag-2, CCOc1ccccc1/C=N/Nc1nc2c(N)ncnc2n1[C@H]1O[C@@H](CO)[C@H](O)[C@@H]1O shows 7

The main list resumes with the 5 entries that preceded the break.
OX1R antag-1	OX1R antag-2	compound
-16	27	CCCCCCOC(=O)Nc1ccc(S(=O)(=O)Nc2cccc([N+](=O)[O-])c2)cc1
-20	7	CCOc1ccccc1/C=N/Nc1nc2c(N)ncnc2n1[C@H]1O[C@@H](CO)[C@H](O)[C@@H]1O
-37	6	CCN1C(=O)/C(=C\N2CCN(c3ccccc3)CC2)SC1=S
-20	7	Cc1ccc(N2C(=O)CC(N3CCN(c4ccccn4)CC3)C2=O)cc1 (configuration not stated)
-7	39	COc1ccc(C2CC(c3cccs3)=NN2C(=O)CCC(=O)O)cc1OC (configuration not stated)
-13	19	C=C(Br)Cn1c(CCC)nc2ccccc21
-9	15	Cc1ccc(NC(=O)CN(c2ccc3c(c2)OCO3)S(=O)(=O)c2c(C)n[nH]c2C)cc1
-4	20	O=C(COC(=O)C1CC2C=CC1C2)Nc1cccc(S(=O)(=O)N2CCCCC2)c1 (configuration not stated)
-13	5	COc1nc(-c2ccccc2)nc(-c2ccccc2)c1C
-14	-8	O=C(Oc1cc(-c2ccccc2)no1)c1ccc(Cl)cc1
-23	6	CCCCCCNc1nc(Cl)nc(NC(C)(C)CO)n1
-3	15	CC(=O)c1ccc(N2CCN(C(=S)Nc3ccc(Cl)c(Cl)c3)CC2)cc1
-20	24	Cc1ccc(NC(=O)CNNC(=O)c2cccc([N+](=O)[O-])c2)cc1[N+](=O)[O-]
-10	8	Clc1cccc(CSc2ccc(-c3cccnc3)nn2)c1
-29	16	COc1ccc(-c2cc(C(=O)Nc3cc(OC)c(OC)c(OC)c3)no2)cc1OC
-3	13	COc1ccc(C2=NS(=O)(=O)N(C)C(C(=O)N3CCOCC3)=C2)cc1OC
7	6	Cc1ccc(C(=O)Nc2c(N)nc(SCC(=O)Nc3cc(C)on3)[nH]c2=O)cc1

Going on with the list:
OX1R antag-1	OX1R antag-2	compound
-26	19	Cc1ccc(S(=O)(=O)N2CCCCC2)cc1NC(=O)COC(=O)Cc1ccc(Cl)cc1
-14	38	O=C(O)CCCCCn1c(SCC(=O)Nc2ccc(F)cc2)nc2ccsc2c1=O
-20	32	Cn1cc(S(=O)(=O)N2CCN(C(=O)c3ccco3)CC2)c(=O)n(C)c1=O
-24	15	O=C(COc1ccc2ccccc2c1)N1c2ccccc2Sc2ccccc21
-26	24	Cc1ccccc1CC(=O)Nc1sc(C(C)C)cc1C(=O)N1CCOCC1
-41	16	Cn1nc(C(F)(F)F)c(/C=N/OC(=O)c2ccccc2Cl)c1SCc1ccccc1Cl
-25	35	CCN(C(=O)CN1C(=O)S/C(=C\c2cccc(OC)c2)C1=O)C1CCS(=O)(=O)C1 (configuration not stated)
-16	5	O=C1CC(N(O)C2CC(=O)N(Cc3ccccc3)C2=O)C(=O)N1Cc1ccccc1 (configuration not stated)
-11	11	CC1(C)C=C2C(=NN(c3ccccc3)C(N)=C2C#N)CO1
-9	15	Cc1cccc(C(=O)O/N=C2\CCSc3ccc(C)cc32)c1
-26	6	O=C(Nc1cc(=O)[nH]c2nc(-c3ccc(Cl)cc3)nn12)c1ccccc1
-14	9	N#Cc1c(-c2ccccc2)cc(-c2ccc3c(c2)OCO3)[nH]c1=O

(list continues)
OX1R antag-1	OX1R antag-2	compound
-24	12	Cn1c(CNC(=O)c2ccccc2F)nnc1SCC(=O)c1ccccc1
-19	9	CCn1c(CNC(=O)c2ccco2)nnc1SCC(=O)Nc1cccc(F)c1
-23	11	O=C(c1cc(-c2ccc(Cl)cc2)n[nH]1)N1CCc2ccccc2C1
-18	3	CN(C)/C=C/C(=O)c1ccc(Cl)cc1
-13	13	Nc1ccc(Oc2ccc3c(c2)C(=O)N(CC2CCCO2)C3=O)cc1 (configuration not stated)
0	28	Cc1cc(C)nc(Sc2ccc(/C=C(\C#N)C(=O)Nc3ccccc3)o2)n1
-10	10	COc1cc(N)ccc1Cc1ccc(N)cc1OC
-15	30	CC12COC3(C(=O)Nc4ccc(Cl)cc4)CC1CCC32C (configuration not stated)
-24	-5	CCC(Cc1ccccc1)NC(=O)C1CCN(c2nn3c(=O)cc(C)nc3s2)CC1 (configuration not stated)
-9	2	COc1ccc(C(=O)NCC(=O)OCC(=O)c2c(C)[nH]c3ccccc23)cc1OC
18	4	Cc1ccc(OC(C)C(=O)OCC(=O)Nc2sccc2C(N)=O)cc1 (configuration not stated)
-29	17	O=C(CSc1ncnc2scc(-c3ccccc3)c12)N1CCN(c2ccccc2F)CC1

A draw from above in order of molecular weight, largest number first:
OX1R antag-1	OX1R antag-2	compound
-29	17	O=C(CSc1ncnc2scc(-c3ccccc3)c12)N1CCN(c2ccccc2F)CC1
-24	12	Cn1c(CNC(=O)c2ccccc2F)nnc1SCC(=O)c1ccccc1
-13	13	Nc1ccc(Oc2ccc3c(c2)C(=O)N(CC2CCCO2)C3=O)cc1 (configuration not stated)
-10	10	COc1cc(N)ccc1Cc1ccc(N)cc1OC

Remaining list, next part:
OX1R antag-1	OX1R antag-2	compound
0	12	O=C(COC(=O)c1ccccc1)Nc1cccc(S(=O)(=O)N2CCOCC2)c1
-9	11	CCOc1ccc(N2CC(C(=O)NCc3nnnn3-c3ccc(C)c(C)c3)CC2=O)cc1 (configuration not stated)
-43	4	Cc1nn(Cc2ccccc2)c(C)c1NC(=O)CSc1nnc(-c2cc(Cl)ccc2O)n1C
-5	11	Cn1cnc(S(=O)(=O)N2CCN(c3ccc(F)cc3)CC2)c1
-3	16	CCOC(=O)C(C(=O)NCc1ccc(F)cc1)c1ncc(C(F)(F)F)cc1Cl (configuration not stated)
-37	3	COc1ccc(-c2nc(CN3CCN(C(=O)c4ccco4)CC3)c(C)o2)c(OC)c1C
-15	24	Cc1ccc(-c2cc(C(=O)NCc3cnn(C)c3C)c3cc(Br)ccc3n2)cc1
-53	0	Cn1c(=O)[nH]c(=O)c2c1nc(CN1CCN(c3cccc(Cl)c3)CC1)n2CCCc1ccccc1
-8	7	Nc1[nH]ncc1S(=O)(=O)c1ccccc1
-3	7	Cc1ccc(C)c(OCCCCCn2ccnc2)c1
-1	21	COc1ccc(S(=O)(=O)N(C)CC(=O)Nc2ccc(C)cc2)cc1OC
-5	28	CCN1CCN(Cc2ccc(NC(=O)c3ccc(C)c(NC(=O)c4ccc5n[nH]nc5c4)c3)cc2C(F)(F)F)CC1

New compounds follow:
OX1R antag-1	OX1R antag-2	compound
-5	13	CC(Oc1ccc(F)cc1)C(=O)Oc1ccc(N(C)S(=O)(=O)c2ccccc2)cc1 (configuration not stated)
-15	12	COc1cccc(OC)c1C(=O)Nn1c(C2CCC2)nc2ccccc2c1=O
-25	1	Cc1ccccc1NC(=O)c1ccc(CN2CCc3ccccc3C2)cc1
9	23	CSCc1c(C(=O)N2CCCc3ccccc32)oc2ccccc12
-8	18	Cc1ccc(Cl)c(OCC(O)CN(CCO)CCO)c1 (configuration not stated)
34	34*	O=C(OCC(=O)N1CCC(c2ccccc2)=N1)c1ccc(Cl)s1
-15	19	COc1ccc(-c2nnc(NC(=O)c3ccccc3C)o2)cc1
-24	20	O=C(CCNC(=O)c1ccccc1Cl)Nc1nc(-c2ccc(F)cc2)cs1
-13	12	COc1cc(C2CC(=O)Oc3c2c(=O)n(C)c2ccccc32)ccc1O (configuration not stated)
-20	2	Cc1ccccc1OC(C)C(=O)Nc1ccc2c(c1)OCO2 (configuration not stated)
-7	13	COc1ccc(OCCSc2ncc(CO)n2C)cc1
